Screening results: PubChem BioAssay, Emory University Molecular Libraries Screening Center
14-3-3g Raf: modulators of 14-3-3 gamma protein binding, primary screen, biochemical, fluorescence polarization; actives 0.19% (n = 160,000); FP, 14-3-3gamma / TMR-pS259-Raf peptide binding; inhibition, % at 40 µM; 14-3-3 protein gamma (Homo sapiens), P61981; in the data active = inhibition above about 30%;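 also: 0% = protein plus tracer without compound and 100% = blank with tracer alone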
Target sequence (P61981 whole entry, looked up): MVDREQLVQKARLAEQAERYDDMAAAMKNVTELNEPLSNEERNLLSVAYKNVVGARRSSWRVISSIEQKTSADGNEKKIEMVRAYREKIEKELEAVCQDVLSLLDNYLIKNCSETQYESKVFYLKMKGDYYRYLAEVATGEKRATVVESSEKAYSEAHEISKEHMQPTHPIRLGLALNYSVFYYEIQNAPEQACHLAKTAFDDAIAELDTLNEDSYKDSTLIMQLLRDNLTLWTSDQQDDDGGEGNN
The depositor's hits bear a star; & = joins results of further samples. Some of the compounds tested; count on the stated rates, not on these rows.

compound | 14-3-3g Raf
Cc1ccccc1CSc1nc2ccsc2c(=O)n1Cc1ccccc1 | 0.4
CCCCc1ccc(C(=O)Nc2cccc([N+](=O)[O-])c2)cc1 | -3.3
CCOc1cc(C(=O)NCCOC)ccc1OC | -2.9
CCOC(=O)N1CCN(C(=O)C(C)n2nc(C)n3c(cc4sccc43)c2=O)CC1 (centres undefined) | 0.5
CCOC(=O)COc1nc(C)cc(COC)c1C#N | 1.9
O=C(O)CC1Oc2ccc(Cl)cc2NC1=O (centres undefined) | -3.7
COc1ccc(C(=O)Nc2ccc3oc(-c4ccc(C)cc4)nc3c2)cc1[N+](=O)[O-] | -15.2
O=C(NCC1CCCO1)c1cccc(N2CCCC2=O)c1 (centres undefined) | -6.1&1.7
CCCCN1C(=O)C2ON(c3ccccc3C)C(c3ccc(OC)cc3)C2C1=O (centres undefined) | -3.0
CC(=O)C1=C(O)C(=O)N(CCC(=O)O)C1c1cccc(F)c1 (centres undefined) | -5.0&3.1
Nc1nonc1-c1noc(COc2ccc(Cl)cc2C2CCCCC2)n1 | 2.9
O=C(c1cccs1)N1CCN(C2CCN(Cc3ccccc3)CC2)CC1 | -5.5&2.5
O=C(NCCCn1ccnc1)C(=O)Nc1ccccc1 | -2.0
COc1cc(C2NC(=O)NC(C)=C2C(=O)OC2CCCC2)ccc1OCc1ccccc1 (centres undefined) | 6.9
C=CCn1c(SCC(=O)Nc2cccc(C(F)(F)F)c2)nnc1-c1cccc(Br)c1 | -1.0
O=C(Nc1ccc2c(c1)OCO2)c1cnc2n(c1=O)CCS2 | -10.6&-8.9
C=CCn1c(SCC(=O)Nc2nc3ccccc3s2)nnc1-c1ccccc1O | -2.0
Cc1ccc2nc(-c3cccc(N=Cc4cccc(F)c4O)c3)oc2c1 | -33.3
Cc1ccccc1C(=O)Nc1ccc(Cl)c(-c2nc3ncccc3o2)c1 | -13.1
CCn1c(N)c(C(=O)NCc2ccc3c(c2)OCO3)sc1=S | -7.8
COc1ccc2c(c1)sc(=NC(=O)c1ccc(S(=O)(=O)N(C)C3CCCCC3)cc1)n2C | 3.2
COC(=O)c1c(NC(=O)c2ccc(Br)o2)sc2c1CCCC2 | -11.2
COc1ccc(-c2c(C(F)(F)F)oc3c(CN4CCC(C)CC4)c(O)ccc3c2=O)cc1OC | -9.9
Fc1ccc(Br)cc1/C=N/n1cnnc1 | 3.2
Cc1cccc(-n2cnc3cc(C(=O)NCC4CCCO4)ccc32)c1 (centres undefined) | -57.6
CCOC(=O)c1ccccc1NC(=O)Nc1ccc(OC)c(OC)c1 | 0.8
CCN(CC)S(=O)(=O)c1ccc(Cl)c(C(=O)Nc2ccccc2C)c1 | 10.5
O=C(C1CC1)N1CCc2cc(Br)cc(S(=O)(=O)N3CCN(c4ccccc4)CC3)c21 | -19.7
O=C(O)CSCCn1cccn1 | 2.4
CC(C)(C)c1ccc(CSc2nc3ccccc3c(=O)n2CC2CCCO2)cc1 (centres undefined) | -7.4
COc1ccc(C2=Nn3c(nnc3-c3ccc(Br)cc3)SC2)cc1 | 3.9
Cn1c(=O)c2c(nc(SCC#N)n2C)n(C)c1=O | -7.3
COc1ccc(C2Nc3ccccc3C(=O)N2Cc2ccco2)cc1CSc1nc2ccccc2s1 (centres undefined) | -10.6
Cc1c(C(=O)N2CCN(c3ccc([N+](=O)[O-])cc3)CC2)sc2nc[nH]c(=O)c12 | -0.4
COc1ccc(N=C2C(=O)Nc3ccccc32)cc1 | 10.2
O=C(NCCN1CCOCC1)C1CCN(S(=O)(=O)N2CCCC2)CC1 | 3.5
Cc1cccc(CSCc2ccc(C(=O)NC3CCCCC3)o2)c1 | -4.8
COc1ccc(-c2cc(=Nc3ccc(Br)cc3)c3cc(O)ccc3o2)cc1 | -6.2
Cc1ccc(-c2nc3ccccn3c2Nc2ccccc2C)s1 | -5.2
O=C(CNC(=O)c1ccccc1F)NC1CC1 | 4.2
COC(=O)C1=C(N)Oc2cc(N(C)C)ccc2C1c1ccccc1OC (centres undefined) | -34.6
Cc1ccc(OCC(=O)Nc2nnn(C)n2)c(C)c1 | -7.5
O=C(NCc1n[nH]c(=S)n1-c1ccccc1Cl)c1ccc(S(=O)(=O)N2CCCC2)cc1 | 4.9
Cc1cccc(C)c1NC(=O)C1(N(Cc2ccco2)C(=O)c2ccn[nH]2)CCCCC1 | -1.2
CCc1ccc(NC(=O)c2cc3n(n2)C(C(F)(F)F)CC(c2ccccc2)N3)cc1 (centres undefined) | -3.2
Cc1ccc(C)c(-c2nn(-c3cc(N4CCCC4)ccc3[N+](=O)[O-])c(=O)c3ccccc23)c1 | -6.5
Cn1c(=O)c2c(nc(N3CCCCC3)n2CCSc2nc3ccccc3s2)n(C)c1=O | 7.0
CCOC(=O)CC1(NS(=O)(=O)c2ccc3c(c2)CCN3C(C)=O)CCCCC1 | -2.2
CC1=C(C(=O)Nc2ccc(F)cc2)C(c2ccncc2)C2=C(CC(c3ccccc3)CC2=O)N1 (centres undefined) | 1.9
O=c1[nH]cnc2[nH]ncc12 | -5.7
CCCOc1ccc(-c2csc(NC(=O)c3ccc(S(=O)(=O)N4CCCCC4)cc3)n2)cc1 | 1.1
Cc1nn(CCCC(=O)Nc2cc(Oc3ccc(F)cc3)cc([N+](=O)[O-])c2)c(C)c1[N+](=O)[O-] | -6.5
O=S(=O)(Nc1ccc(Br)cn1)c1ccc(Br)s1 | -31.2
O=c1c2sccc2nc(SCc2cccc([N+](=O)[O-])c2)n1Cc1ccccc1 | -7.8
CC1=C(C(=O)OCC(C)C)C(c2cccc([N+](=O)[O-])c2)NC(=O)N1C (centres undefined) | -3.9
COc1cccc(C2CC(c3cccc(C)c3)n3ncnc3N2)c1 (centres undefined) | -6.1

(next part)
compound | 14-3-3g Raf
COc1ccc(C(=O)Nc2cc(C)c(C)cc2O)cc1Cl | -88.5
O=C(c1ccco1)N1CCN(C(=O)c2cccc3c2C(=O)N(C2CCCCC2)C3)CC1 | -5.0
CCOc1ccc(-c2nnc(-c3cccs3)o2)cc1OCC | 5.5
CN(C)c1ccc(CNc2ccc(-c3nc4ccccc4s3)cc2)cc1 | 7.7
CCOC(=O)N1CC=C2C(C#N)=C(N)C(C#N)(C#N)[C@H](c3ccsc3)[C@H]2C1 | -19.1
CSc1nc(-c2ccco2)nn1S(=O)(=O)c1ccc(C)cc1 | 7.6
O=c1c2cc(N3CCOCC3)ccc2nc(SCc2cccc(F)c2)n1Cc1ccccc1 | -5.0
O=C1C(Nc2ccc(F)cc2)=C(N2CCCC2)C(=O)c2ccccc21 | -4.2
CC1CC(C)CN(c2ccc(N3C(=O)C4C5C=CC(C5)C4C3=O)cc2[N+](=O)[O-])C1 (centres undefined) | -21.2
CC(C)c1ccc(C2NC(=O)NC3=C2C(=O)CC(C)(C)C3)cc1 (centres undefined) | -15.6
COc1ccc(C(c2sc3nc(C)nn3c2O)N2CCN(CCO)CC2)cc1OC (centres undefined) | 1.7
Cc1ccc(NC(=O)C2CCCN(S(=O)(=O)c3cnc[nH]3)C2)cc1C (centres undefined) | 2.7
COc1ccc(C2NC(=S)NC(C)=C2C(=O)NCc2ccccc2)cc1 (centres undefined) | -5.7
CCCCCn1c(=S)[nH]c2cc(C(=O)NC3CCCCC3)ccc2c1=O | -2.3
CCOc1ccc(C(=O)Nc2ccc(OC)c3ccccc23)cc1 | -7.7
COc1ccc(CN2CC(C(=O)NCCCN3CCOCC3)CC2=O)cc1 (centres undefined) | -0.9

Two entries drawn at random from the list so far:
compound | 14-3-3g Raf
COc1ccc(C2NC(=S)NC(C)=C2C(=O)NCc2ccccc2)cc1 (centres undefined) | -5.7
COc1ccc(CN2CC(C(=O)NCCCN3CCOCC3)CC2=O)cc1 (centres undefined) | -0.9

(cont.)
compound | 14-3-3g Raf
CC1CCCN(S(=O)(=O)c2ccc(C(=O)Nc3ccccc3-c3nc4ccccc4s3)cc2)C1 (centres undefined) | -8.4
C#CC(C)(CC)NC(=O)c1cc2cc(OC)ccc2oc1=O (centres undefined) | 1.0
COc1ccc2[nH]cc(CCSC(=N)N)c2c1 | 7.5
O=C(O)Cc1ccc(NCc2ccccc2F)cc1 | -5.9
CCOC(=O)CNC(=O)C(CO)NC(=O)OCc1ccccc1 (centres undefined) | 7.3
O=C(Oc1c(CN2CCOCC2)cc(Cl)c2cccnc12)c1ccco1 | -1.7
O=c1c2sc3ccccc3c2[nH]c(=S)n1CCC1=CCCCC1 | 2.4
CCNc1nc(NC(C)C)nc(N(C#N)Cc2ccccc2)n1 | -9.1

In a second layout: 4 of the compounds above.
14-3-3g Raf	Molecule
-5.9	O=C(O)Cc1ccc(NCc2ccccc2F)cc1
7.3	CCOC(=O)CNC(=O)C(CO)NC(=O)OCc1ccccc1 (centres undefined)
-1.7	O=C(Oc1c(CN2CCOCC2)cc(Cl)c2cccnc12)c1ccco1
2.4	O=c1c2sc3ccccc3c2[nH]c(=S)n1CCC1=CCCCC1

(listing goes on)
compound | 14-3-3g Raf
Cc1ccc(NC(=O)CSc2nnc(C3CCCCC3)n2N)cc1F | -7.1
O=C1C(Cl)=C(Nc2cccc(O)c2)C(=O)N1c1ccc(Br)cc1 | -34.0
CCCCNC(=O)c1cnn2c(C(F)(F)F)cc(-c3ccccc3)nc12 | -2.9
CC(C)Cn1cc(C(=O)N2CCN(c3ccccc3F)CC2)c2c3ccccc3n(C)c2c1=O | 2.3
O=C(c1ccc2c(=O)n(Cc3ccc(Cl)cc3)c(=S)[nH]c2c1)N1CCN(c2ccccc2)CC1 | -0.7
O=C(CCN1N=C(c2ccccc2)CCC1=O)NCc1ccccc1Cl | -2.8
CCCCC(=O)C1CCN(Cc2ccccc2)CC1 | 7.3
CCC(C)NS(=O)(=O)c1ccc(NC(C)=O)cc1 (centres undefined) | 6.2

Looked up above:
`Cc1ccc2nc(-c3cccc(N=Cc4cccc(F)c4O)c3)oc2c1` in 14-3-3g Raf has -33.3
`COc1ccc(C2=Nn3c(nnc3-c3ccc(Br)cc3)SC2)cc1` in 14-3-3g Raf has 3.9
`CCCCN1C(=O)C2ON(c3ccccc3C)C(c3ccc(OC)cc3)C2C1=O` (centres undefined) in 14-3-3g Raf has -3.0
`CSc1nc(-c2ccco2)nn1S(=O)(=O)c1ccc(C)cc1` in 14-3-3g Raf has 7.6
`O=C(CCN1N=C(c2ccccc2)CCC1=O)NCc1ccccc1Cl` in 14-3-3g Raf has -2.8
`CCC(C)NS(=O)(=O)c1ccc(NC(C)=O)cc1` (centres undefined) in 14-3-3g Raf has 6.2

Following part
smiles,14-3-3g Raf
Cc1cccc(NC(=O)COc2nsnc2N2CCOCC2)c1,1.0
CCc1ccc(-n2c(=O)c3ccccc3n(CC(=O)Nc3ccccc3C(=O)OC)c2=O)cc1,1.5
CSc1ccc(C2Nc3ccccc3NC3=C2C(=O)CC(c2ccc(Cl)cc2)C3)cc1 (centres undefined),-4.4
OC1(c2cccc(C(F)(F)F)c2)CCN(c2ncnc3c2[nH]c2ccc(F)cc23)CC1,-2.9
CCn1c2ccc(C)cc2c2nc3ccccc3nc21,2.4
Cn1c(N)c(C(=O)NCc2ccccc2Cl)sc1=S,-10.2
CCOC(=O)C1(Cc2ccc(O)cc2)NC(c2ccco2)C2C(=O)N(c3ccccc3F)C(=O)C21 (centres undefined),3.0
O=C(Nc1nccs1)c1ccc2c(c1)OCO2,-14.2
CN(C)CCNc1c2c(nc3ccccc13)CCC2,-30.3
Cc1ccc(C(=O)CSC2=C(C#N)C(c3ccco3)C3=C(CC(C)(C)CC3=O)N2)cc1 (centres undefined),4.3
CC(C)c1ccc(NC(=O)c2coc(=O)c3ccccc23)cc1,-0.9
CCC(=O)Nc1c(C)c(CC)nc2ccccc12,-0.5
Cc1ccc(NC(=O)NC2OC(=O)C(Br)=C2Br)cc1 (centres undefined),-9.5
COc1cc(C2C=C(c3ccccc3)Nc3ncnn32)cc(OC)c1OC (centres undefined),-2.2
Cc1sc2ncnc(Sc3nnc4cc(C)c5ccccc5n34)c2c1C,-3.2
O=C(NCCCN1CCOCC1)c1cc2c(=O)oc3ccccc3c2s1,-2.2
Cc1nc(C)c(C(=O)C2=C(O)C(=O)N(CCN3CCOCC3)C2c2ccco2)s1 (centres undefined),-7.4
O=c1[nH]c(N2CCc3ccccc32)nc2c1CCCC2,6.3
CCC(=O)N1c2ccccc2NC2=C(C(=O)CC(c3ccccc3)C2)C1c1ccc2c(c1)OCO2 (centres undefined),19.4
CC(C)NC(=O)CN(C(=O)CCC(=O)Nc1ccccn1)c1ccc(F)c(Cl)c1,2.0
CCOP(=O)(OCC)C(C)(C)N=C1SC(c2ccc(OC)cc2)(C(F)(F)F)NC(=O)N1c1ccccc1 (centres undefined),-1.9
CC(C)CCNc1nc2c(c(=O)n(Cc3cccc(F)c3)c(=O)n2C)n1C,6.2
O=C(NCCN1CCOCC1)c1cccn2c(=O)c3cc4ccccc4cc3nc12,-9.5
CCOc1ccc(C2=Nn3c(nnc3-c3ccccc3)SC2)cc1Cl,-5.3&2.2
Cc1nn(C(C)(C)C)c(OC(=O)C2CC2)c1S(=O)(=O)c1ccccc1,-5.1
CCC(=O)N1CCc2cc(Br)cc(S(=O)(=O)N3CCCC(C(=O)NCC4COc5ccccc5O4)C3)c21 (centres undefined),-14.7
O=C(Cc1c(C(=O)O)[nH]c2ccc(Cl)cc12)Nc1ccccc1F,4.2
COc1ccc(-n2c(=S)[nH]c3cc(C(=O)NCCC4=CCCCC4)ccc3c2=O)c(OC)c1,-5.0
COc1cccc(NC(=O)c2cccc(N3C(=O)C4CCC(C)CC4C3=O)c2)c1 (centres undefined),-5.5
COc1cccc(C2C=C(c3ccc(C)cc3)Nc3nnnn32)c1 (centres undefined),1.9
CCN(CC)S(=O)(=O)c1cc([N+](=O)[O-])ccc1N1CCN(CCO)CC1,-6.8
CCOc1ccccc1Nc1nc(-c2ccccc2)cs1,-7.3
O=C1NC2C(NC(=O)N2C2CCCCC2)N1C1CCCCC1 (centres undefined),-10.8
COC(=O)C1=C(C)NC2=C(C(=O)CC(c3cccs3)C2)C1c1ccsc1 (centres undefined),-9.5
COc1ccc(-c2nc(SCC(=O)Nc3ccc(C)cc3)c3c(=O)n(C)c(=O)n(C)c3n2)cc1,-1.9
